# procasp7 counter: counter-screen: procaspase-7 (human) activation. P55210. recombinant procaspase-7, Ac-DEVD-pNA absorbance 405 nm; D23A/D198A/D206A triple mutant, cannot self-cleave; scale: DMSO 0, 5 µM enzyme 100. activation, % at 8.5 µM. actives 0.093% (n = 330,000);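 active means percent activation above the screen-wide mean plus 3 SD, cut at about 25% in these data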
# Target sequence (P55210 whole entry D23A/D198A/D206A): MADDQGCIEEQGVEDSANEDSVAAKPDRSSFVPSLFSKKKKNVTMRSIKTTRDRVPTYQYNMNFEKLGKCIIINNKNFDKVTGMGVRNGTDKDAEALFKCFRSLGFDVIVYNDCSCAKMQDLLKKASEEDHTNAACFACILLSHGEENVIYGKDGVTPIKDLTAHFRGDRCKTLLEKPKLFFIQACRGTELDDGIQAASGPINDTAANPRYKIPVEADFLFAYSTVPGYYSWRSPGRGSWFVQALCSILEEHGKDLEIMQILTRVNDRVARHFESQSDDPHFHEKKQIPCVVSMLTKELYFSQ
#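 System: Procaspase-7 triple mutant (PC-7 D3A); measure: % activation from two-timepoint absorbance difference, scaled to controls; times: 1 h compound preincubation, 2 h substrate cleavage, 25 °C; also added: Ac-DEVD-pNA substrate, 400 µM as added; measured by: Epi-absorbance of released pNA at 405 nm, two timepoints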
# MEP2-GFP yeast: yeast TOR pathway MEP2-GFP modulation. S. cerevisiae MEP2-GFP strain, flow cytometry GFP, 3 h; 100% = DMSO control level. AID 2016. GFP response vs DMSO, % at 10 µM. actives 0.51% (n = 330,000);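 active means GFP response versus DMSO above a set limit, roughly screen mean plus 3 SD, cut at about 180% in these data; inconclusive means fewer than 70 cells counted for a yeast strain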;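 further: median GFP fluorescence of the barcode-gated MEP2-GFP cells per well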
# RPL19A-GFP yeast: alters RPL19A-GFP fluorescence in TOR pathway yeast screen; actives 0.3% (n = 330,000); S. cerevisiae RPL19A-GFP strain, flow cytometry, 3 h; stronger effect = lower value; percent response vs DMSO, % at 10 µM;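 active means percent response vs DMSO below 50%; inconclusive means fewer than 70 events counted for the yeast strain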;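 further: median channel GFP fluorescence of the barcoded RPL19A-GFP strain; ratio of sample median GFP to plate DMSO average so 100% = DMSO; lower means less RPL19A-GFP as with rapamycin TOR inhibition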
# JMJD2C inh: human JMJD2C demethylase inhibition | Q9H3R0 | actives 0.069% (n = 330,000) | GST-JMJD2C(1-420) H3K9me3 demethylation, DELFIA europium | inhibition, % at 2.35 µM;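 active means more than half of a compound's replicate wells show inhibition beyond 50%, single wells judged on their own value; inconclusive means some, but no more than half, of replicates pass 50% inhibition; inactive means no replicate passes 50% inhibition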;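 further: signal counts dimethyl H3K9 product captured on neutravidin plate; 0% = median of DMSO wells and 100% = 0.3 times that DMSO median; strong numbers were not always called active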
# Target sequence (Q9H3R0 1-420 limits assumed): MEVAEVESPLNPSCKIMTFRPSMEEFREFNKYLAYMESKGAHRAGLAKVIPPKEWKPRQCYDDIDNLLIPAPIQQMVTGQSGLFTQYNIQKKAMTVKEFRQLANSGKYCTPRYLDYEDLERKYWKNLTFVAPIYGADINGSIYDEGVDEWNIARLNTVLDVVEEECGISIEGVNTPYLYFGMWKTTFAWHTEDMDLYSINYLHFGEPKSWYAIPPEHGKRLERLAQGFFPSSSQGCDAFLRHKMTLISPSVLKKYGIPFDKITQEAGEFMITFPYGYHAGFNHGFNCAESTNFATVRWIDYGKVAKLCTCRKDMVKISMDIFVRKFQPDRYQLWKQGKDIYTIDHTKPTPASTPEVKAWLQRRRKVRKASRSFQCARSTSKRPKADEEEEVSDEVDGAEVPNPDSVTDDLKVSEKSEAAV
# Yeast superoxide: caloric restriction mimetics inhibiting age-related superoxide in yeast | S. cerevisiae aged cells, superoxide DHE fluorescence; stronger effect = lower value | superoxide response (% of plate mean), % at 10 µM | actives 0.18% (n = 330,000);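 active means superoxide response under a set limit, about three screen SD below normal, cut at about 65% in these data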;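 further: yeast aged for seven days with compound at 30 °C before DHE staining; 100% = average MFI of all compound-treated wells on the plate with controls excluded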
# AHR act: human AHR activation; P35869; AHR-responsive luciferase reporter cells, luminescence; activation, % at 5 µM; actives 2.5% (n = 320,000); AID 2796; in the data active means activation above about 47%;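 further: 0% = vehicle wells and 100% = reference agonist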
# procasp3 activ: procaspase-3 (human) activation; P42574; recombinant procaspase-3 D3A, Ac-DEVD-pNA absorbance 405 nm; activation, % at 8.5 µM; actives 0.11% (n = 330,000); AID 463141;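 active means activation above the mean of all tested compounds plus 3 SD, cut at about 21% in these data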;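 further: 0% = DMSO alone and 100% = DMSO wells spiked with extra 5 µM PC-3 D3A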
# Target sequence (P42574 whole entry D9A/D28A/D175A): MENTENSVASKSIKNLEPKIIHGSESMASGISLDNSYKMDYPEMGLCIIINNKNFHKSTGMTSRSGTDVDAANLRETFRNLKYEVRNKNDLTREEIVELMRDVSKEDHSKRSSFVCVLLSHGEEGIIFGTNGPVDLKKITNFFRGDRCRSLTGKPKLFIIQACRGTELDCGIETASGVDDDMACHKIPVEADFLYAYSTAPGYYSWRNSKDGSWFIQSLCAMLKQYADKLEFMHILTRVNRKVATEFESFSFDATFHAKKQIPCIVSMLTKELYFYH
#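 Evaluation: percent activation relative to control range; Material: Procaspase-3 D3A mutant, all three cleavage aspartates alanine; Compound: single dose, 8.5 µM nominal compound, 0.8% DMSO; Replication: one well per compound; Signal: absorbance at 405 nm, 0 and 120 min; Schedule: 1 h preincubation plus 2 h reaction at 25 °C.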
# LAP4 TOR yeast: yeast TOR pathway LAP4-GFP modulation; S. cerevisiae LAP4-GFP multiplex, flow cytometry GFP, 3 h; median GFP as percent of DMSO wells; GFP response vs DMSO, % at 10 µM; actives 0.34% (n = 320,000);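 active means GFP response vs DMSO above a set limit, about the screen mean plus 3 SD, cut at about 150% in these data; inconclusive means under 70 cell events counted for the yeast strain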
# The depositor's hits bear a star; ? = inconclusive; · = not tested or not shown; & = joins results of further samples. Outcome played no part in choosing rows, and some 3.8% of all compounds hit somewhere here.
SMILES,procasp7 counter,MEP2-GFP yeast,RPL19A-GFP yeast,JMJD2C inh,Yeast superoxide,AHR act,procasp3 activ,LAP4 TOR yeast
CCn1c(SCC(=O)Nc2cc(C)on2)nnc1-c1ccc(C)cc1,-7,98,98,0,109,0,2,92
Cc1ccnc(NC(=O)CNC(=O)c2ccc3c(c2)OCO3)c1,-12,97,102,-26,93,32,-8,75
CCCN(CCC)S(=O)(=O)c1ccc(C(=O)O)cc1,2,98,96,-6,100,1,4,130
O=c1c2ccccc2sc2ccc(Cl)cc12,1,108,108,8,102,11,-5,94
CCN1CCN(c2cc(C)c3cc(NC(=S)N4CCN(c5ccccc5)CC4)ccc3n2)CC1,-2,106,99,-8,101,4,-10,108
Cc1ccc(-c2ccc(/C=N\NC(=O)C3C(=O)NCC3c3ccccc3)o2)cc1Cl (stereo not drawn),9,98,93,4,99,9,-2,98
NC(=O)c1ccc(NC(=O)COC(=O)/C=C/c2cccs2)cc1,5,105,106,-1,96,-4,7,106
Cn1c(=O)oc2cc(S(=O)(=O)N3CCN(c4ccccc4)CC3)ccc21,7,103,101,-10,95,5,-1,102
Cc1ccc(N(CC(=O)NC(C)C)C(=O)CCC(=O)Nc2nccs2)cc1C,-4,100,104,-4,110,2,6,98
CCOC(=O)c1c(N)sc2c1CCCC2,-4,103,97,-3,97,5,-11,89
CCCc1nnc(SCC(=O)N2CCCCC2C)n1CC1CCCO1 (stereo not drawn),1,103,101,-36,96,-1,-3,106
COC(=O)C1=CN(Cc2ccc(OC)c(OC)c2)C=C(C(=O)OC)C1c1cccc(O)c1,2,96,100,1,108,2,-1,99
CCOC(=O)C(Cc1cc(C(C)=O)ccc1OCC)C(=O)OCC,6,99,97,-2,94,4,0,105
Cn1cc(SCC(=O)N2CCOCC2)c2ccccc21,9,98,98,6,122,6,-1,100
CCOc1ccccc1-n1c(CN2CCN(C(=O)c3ccco3)CC2)nc2ccccc2c1=O,-13,104,97,2,100,-3,1,99
CCNC(=O)N1CCC(n2nccc2NC(=O)CCOc2ccccc2)CC1,-5,98,101,-11,80,0,0,85
Cc1cc(NC(=O)C(C)SCC(=O)NCc2ccc(F)cc2)no1 (stereo not drawn),0,98,98,·,120,-1,3,105
Cc1nc2c3ccccc3nc(SCC(=O)N3CC(C)CC(C)C3)n2n1 (stereo not drawn),13,105,97,-3,113,6,4,97
CN(C)CCCNC(=O)CCC1CCCCC1,2,95,92,-4,94,-1,6,100
COc1ccc(NS(=O)(=O)NC(=O)c2cn(C)c3ccccc23)cc1,0,109,98,15,77,1,-4,93
Cc1cc(Cl)ccc1N(CC(=O)NCc1ccccc1)S(C)(=O)=O,-2,101,102,3,100,-4,0,85
CCOc1ccc(S(=O)(=O)N2CCC(C(N)=O)CC2)c2ccccc12,3,101,96,11,127,1,-4,92
COc1ccccc1N1CCN(CCCNC(=O)C2CCCN(c3ncnc4c3nc3n4CCCCC3)C2)CC1 (stereo not drawn),9,100,101,-1,95,0,6,96
Cc1cc(=O)n2nc(N3CCCC(C(=O)NCc4cccc(Br)c4)C3)sc2n1 (stereo not drawn),6,102,103,1,78,0,4,102
O=C(CCc1nc2ccccc2c(=O)[nH]1)NNC(=O)COc1ccc(Br)cc1,8,87,86,-2,93,1,6,91

# 4 of the compounds above, field by field:
> CCOC(=O)C(Cc1cc(C(C)=O)ccc1OCC)C(=O)OCC
  procasp7 counter: 6; MEP2-GFP yeast: 99; RPL19A-GFP yeast: 97; JMJD2C inh: -2; Yeast superoxide: 94; AHR act: 4; procasp3 activ: 0; LAP4 TOR yeast: 105

> Cn1cc(SCC(=O)N2CCOCC2)c2ccccc21
  procasp7 counter: 9; MEP2-GFP yeast: 98; RPL19A-GFP yeast: 98; JMJD2C inh: 6; Yeast superoxide: 122; AHR act: 6; procasp3 activ: -1; LAP4 TOR yeast: 100

> CCOc1ccccc1-n1c(CN2CCN(C(=O)c3ccco3)CC2)nc2ccccc2c1=O
  procasp7 counter: -13; MEP2-GFP yeast: 104; RPL19A-GFP yeast: 97; JMJD2C inh: 2; Yeast superoxide: 100; AHR act: -3; procasp3 activ: 1; LAP4 TOR yeast: 99

> CCNC(=O)N1CCC(n2nccc2NC(=O)CCOc2ccccc2)CC1
  procasp7 counter: -5; MEP2-GFP yeast: 98; RPL19A-GFP yeast: 101; JMJD2C inh: -11; Yeast superoxide: 80; AHR act: 0; procasp3 activ: 0; LAP4 TOR yeast: 85

# Next part
SMILES,procasp7 counter,MEP2-GFP yeast,RPL19A-GFP yeast,JMJD2C inh,Yeast superoxide,AHR act,procasp3 activ,LAP4 TOR yeast
Cc1ccc(CSCc2nnc(SCC(=O)N3CCN(c4ccccc4)CC3)n2C)cc1,3,82,94,15,107,2,-4,81
CCOc1ccc(CNS(=O)(=O)c2c(C(=O)N3CCCC3)c(C)n(C)c2C)cc1OC,1,93,99,25,124,2,-6,88
O=C1c2ccccc2C(=O)N1CC(=O)N1c2ccccc2CCc2ccccc21,-1,100,96,-26,102,1,0,103
Cc1ccc(Cn2c(=N)c(C(=O)NC3CCCCC3)cc3c(=O)n4ccccc4nc32)cc1,-13,108,101,-3,117,1,-9,94
CC(C)Cn1c(SCC(=O)N2CCN(C(=O)c3ccco3)CC2)nc2ccccc2c1=O,0,98,101,-6,126,2,10,117
CC(C)[C@H](NC(=O)N1CC(=O)Nc2ccccc21)C(=O)N[C@H](Cc1c[nH]c2ccccc12)C(=O)O,-12,107,101,?,109,11,12,109
N#Cc1c(NC(=O)CSc2nc3ccccc3c(=O)n2Cc2ccco2)sc2c1CCCC2,6,106,100,12,112,1,2,100
O=S(=O)(Nc1ccc2c(c1)CCC2)c1cccs1,15,100,100,-1,103,2,-5,105
COc1ccc(OC)c(S(=O)(=O)N2CCC(C(=O)Nc3ccc(C)c(C)c3)CC2)c1,2,104,102,-4,112,5,9,104
CCCN(CCC)C(=O)c1ccc2c(c1)N(CC)C(=O)c1ccccc1S2(=O)=O,10,105,105,-1,112,2,-3,100
COc1ccc(NC2=C3CCCC=C3N(c3ccc(OC)cc3)C2=O)cc1,-18,100,105,1,106,0,-10,97
COc1ccccc1NC(=O)c1ccc(NS(=O)(=O)c2cccc3cccnc23)cc1,0,94,104,-11,104,15,3,86
Cc1ccc(-n2nc3c(=O)n(CC(=O)NCCC4=CCCCC4)nc(C)c3c2C)cc1,7,99,100,6,85,8,3,104
CCn1c(COc2cccc(C)c2C)nnc1SCC(=O)N1CCN(c2ccc(OC)cc2)CC1,8,102,102,8,92,-1,-1,96
CCOc1cc(NC(=S)NCCCN(C)C)c(OCC)cc1NC(=O)c1cccs1,1,91,98,16,104,-2,2,94
COC(=O)c1ccc(OC)c(OC2CCCC2)c1,7,96,96,-3,100,1,-11,112
Cc1ccc(-n2c(N)c(Br)c(=O)[nH]c2=O)cc1C,6,101,100,21,116,2,-8,105
CCSc1nnc(NC(=O)c2cnccn2)s1,7,95,100,0,118,20,12,97
COC(=O)/C=C/c1ccc2c(c1)S(=O)(=O)N(c1cccc(OC)c1)[C@H]2CC(=O)OC,-11,105,104,-1,96,5,0,105
COc1ccc2c(c1)C(=O)N1[C@H]3c4cc(OC)ccc4OC[C@@H]3[C@H](c3ccccc3)[C@]1(C)C(=O)N2,5,·,·,5,·,3,-1,·
CC(=O)n1nc2nc(C)cc(C)c2c1N,1,101,100,-4,116,-1,3,98
CCOC(=O)C1CCN(C(=O)C2CCN(S(=O)(=O)c3cc(Cl)ccc3Cl)CC2)CC1,-1,112,96,-40&-1,98,-2,-4,100
COC(=O)c1cc(S(=O)(=O)N2CCCCC2C)c[nH]1 (stereo not drawn),6,97,99,0,134,2,10,106
COc1ccc(CN2CCNC(=O)C2CC(=O)NCc2cc(C)n(C)n2)c(F)c1 (stereo not drawn),-4,111,103,-3,93,-2,12,89
CCOc1ccc(NC(=O)C(=O)N/N=C/c2ccccc2F)cc1,-1,109,102,-8,114,7,1,99
# Further results follow:
SMILES,procasp7 counter,MEP2-GFP yeast,RPL19A-GFP yeast,JMJD2C inh,Yeast superoxide,AHR act,procasp3 activ,LAP4 TOR yeast
O=C(CNC(=O)C1CCCCC1)Nc1cc(Cl)cc(Cl)c1,5,98,98,3,91,10,8,96
COc1ccc(CN(C)CC(=O)NC(=O)Nc2ccccc2F)cc1,6,100,99,·,72,-1,-1,103
COC(=O)c1cc(=O)n2c(sc3ccccc32)c1C#N,26*,100,95,-5,112,3,19,105
O=C(O)c1nn(CC(=O)N(C2CCCCC2)C2CCCCC2)c(=O)c2ccccc12,1,95,93,-1,113,1,10,96
Cc1cccc2sc(NC(=O)C3=NN(c4ccccc4)C(=O)CC3)nc12,-15,102,106,-16,90,32,11,93
Cc1ccc2nc(NC(=O)c3ccc(OCC4CCCO4)cc3)sc2c1 (stereo not drawn),4,109,109,-2,134,-5,3,112
Cc1ccc(Cl)cc1NC(=O)Nn1cnnc1,1,97,106,-16,96,1,5,78
C=C(C)CSc1nnc(-c2ccccc2)n1N,0,100,101,3,114,8,-3,88
O=C1c2ccccc2C(O)N1Cc1ccc2c(c1)OCO2 (stereo not drawn),4,97,104,2,95,-1,6,98
CC(Oc1ccc2c3c(c(=O)oc2c1)CCCC3)C(=O)NCc1cccnc1 (stereo not drawn),11,110,102,6,99,-4,-3,107
CCc1ccc2nc(N)sc2c1,-2,91,100,5,94,10,0,108
CC1CC(=O)Nc2ccccc2N1C(=O)CSc1nnnn1C (stereo not drawn),3,100,94,0,75,0,3,90
Cc1ccc(S(=O)(=O)CCC(=O)OCc2nnc(-c3ccccc3Br)o2)cc1,-1,108,103,2,84,0,12,100
COc1cc2c(c(OCC(=O)NC(C)C)c1)C(=O)O[C@@H](C)CCCC(=O)CCCCC2,-4,105,100,-8,115,1,3,101
N=c1sccn1CC(=O)Nc1ccc([N+](=O)[O-])cc1Cl,-3,106,100,-3,99,1,3,109
O=C(O)C1CC=CCC1C(=O)NC12CC3CC(CC(C3)C1)C2 (stereo not drawn),1,97,94,-6,95,-1,0,84
Cc1ncsc1CCOC(=O)c1cccc([N+](=O)[O-])c1,3&0,99&102,94&99,5&-2,88&107,1&2,-5&-9,98&105
CC(C)(/C=N/O)/[N+]([O-])=C/c1ccccc1C(F)(F)F,2,105,101,-1,107,0,3,104
O=C1NCC(c2ccccc2)C1C(=O)N/N=C\c1ccc(-c2ccc(Cl)c(Cl)c2)o1 (stereo not drawn),2,99,91,-2,106,3,-19,110
CC#CCN1c2ccccc2[C@]23C[C@@H](C(=O)OC)N(C(=O)OCC)C2=NC(C(=O)OC)=C(C(=O)OC)[C@H]13,4,96,91,-9,98,3,-4,109
COc1ccc(C(=O)N(C)C2CCCCC2)cc1OC1CCN(C(C)C)CC1,-3,109,99,-23,97,0,2,107
O=c1oc(CCO)cc2ccccc12,-1,99,98,11,89,2,0,108
COc1ccc(CNC(=O)c2ccc(-c3ccccc3)cc2)cc1,2,95,95,8,84,0,2,95
O=C(CSc1ccc(-c2ccccc2)nn1)N1CCOCC1,-4,99,98,2,101,6,-17,102
Oc1ccc(/C=N/N=C/c2ccc(O)cc2)cc1,1,107,104,-5,111,4,0,95
CC(=O)c1ccc(-c2ccc(C(=O)Nc3nc(-c4ccccn4)cs3)o2)cc1,-24,111,95,18,106,25,-2,106
Cc1c(CCC(=O)O)c(=O)oc2cc3occ(C(C)(C)C)c3cc12,5,96,99,6,133,0,9,103

# Source: PubChem (several laboratories)
